# Screening data from PubChem BioAssay.
# M1 ag parental = counter-screen for M1 agonists: effect in parental CHO-K1 cells. Fluo-8 calcium fluorescence; scaled to maximal ATP response, vehicle zero. activation, % at 3 µM. 360,000 compounds, 0.48% hits. AID 602248, 2012; in the data active = activation above about 15%;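 also: untransfected CHO-K1 host cells lacking M1 receptor as counterscreen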
# OXTR potentiate = human OXTR potentiators, primary screen, fluorescence, CHO-OTR cells, Fluo-8 calcium. 320,000 compounds, 0.061% hits. AID 2445, 2010. activation, % at 3 µM. Fluo-8 calcium fluorescence, potentiator mode; 0% = oxytocin EC15, 100% = EC100. Oxytocin receptor (Homo sapiens), P30559;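 active = activation above that plate's cutoff, the mean activation of tested compounds plus 3 SD, cut at about 6.6% in these data, passing the limit was not always enough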;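 also: 100% uses oxytocin at 75 nM as the full agonist control; some results filed as inactive read as strong as hits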
# Target sequence (P30559 whole entry, looked up): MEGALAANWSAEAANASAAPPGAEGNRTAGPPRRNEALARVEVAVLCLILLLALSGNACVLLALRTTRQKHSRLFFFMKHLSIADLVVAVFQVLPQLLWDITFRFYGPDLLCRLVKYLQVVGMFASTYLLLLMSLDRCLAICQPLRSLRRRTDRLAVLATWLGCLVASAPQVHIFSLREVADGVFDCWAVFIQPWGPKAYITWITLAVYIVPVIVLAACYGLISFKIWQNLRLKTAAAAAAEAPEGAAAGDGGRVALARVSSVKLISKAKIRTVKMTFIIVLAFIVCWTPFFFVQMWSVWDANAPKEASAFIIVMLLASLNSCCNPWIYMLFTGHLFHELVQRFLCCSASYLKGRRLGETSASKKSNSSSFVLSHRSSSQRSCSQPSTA
#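 Replication – single well per compound, singlicate · Assay system – CHO cell line stably expressing human OTR · Timing – 6 min pre-incubation, 100 s read · Measure – normalized max/min fluorescence ratio, % activation · Doses – 3.0 µM, one dose · Detection – Fluo-8 calcium dye fluorescence · Probe or stimulus – oxytocin near EC15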
# CHRM1 antagonist = human M1 muscarinic receptor antagonists, primary screen, CHO-K1 cells, Fluo-8 calcium fluorescence, 1536-well. 360,000 compounds, 1.3% hits. AID 588852, 2011. CHO-K1 hM1, ACh EC80 antagonist. inhibition, % at 3 µM;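 active = percent inhibition above its own plate's cutoff, namely the mean of that plate's compound wells plus 3 SD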;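 also: peak over basal fluorescence ratio during 140 s after agonist addition; 0% = ACh EC80 plus DMSO and 100% = DMSO alone without agonist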
# Target sequence (P11229 whole entry, looked up): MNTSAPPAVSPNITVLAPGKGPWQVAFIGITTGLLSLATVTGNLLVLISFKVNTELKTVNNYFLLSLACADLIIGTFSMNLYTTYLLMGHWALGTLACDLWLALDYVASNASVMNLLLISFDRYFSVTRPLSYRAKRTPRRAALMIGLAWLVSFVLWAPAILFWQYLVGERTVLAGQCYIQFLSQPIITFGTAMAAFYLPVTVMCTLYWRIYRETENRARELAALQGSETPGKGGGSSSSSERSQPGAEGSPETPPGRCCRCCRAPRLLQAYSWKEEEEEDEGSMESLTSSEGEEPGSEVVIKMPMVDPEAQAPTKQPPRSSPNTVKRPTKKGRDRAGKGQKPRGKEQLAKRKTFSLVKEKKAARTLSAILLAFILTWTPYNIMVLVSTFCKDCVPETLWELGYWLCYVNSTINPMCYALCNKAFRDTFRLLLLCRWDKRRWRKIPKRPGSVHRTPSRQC
# CHO parental Ca = ATP-evoked calcium signal inhibitors, parental CHO, primary screen, counter-screen for OX1R antagonist project, cell-based, fluorescence, Fluo-8 calcium dye; parental CHO-K1, ATP-induced calcium, Fluo-8 fluorescence; inhibition, % at 5.6 µM; 330,000 compounds, 0.63% hits;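 active = inhibition above that plate's mean sample inhibition plus 3 SD, cut at about 26% in these data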;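 also: 0% = ATP-challenged DMSO wells and 100% = DMSO wells without ATP; some compounds past the cut are filed as inactive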
#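 Test system: parental CHO cells; detection: calcium-sensitive Fluo-8 fluorescence; evaluation: percent inhibition of calcium signal; also added: ATP as calcium-mobilizing challenge; repeats: one well per compound; control set: ATP-challenged DMSO wells low, unchallenged DMSO wells high; compound: single nominal dose of 5.6 µM per compound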
# CHRM4 agonist = human M4 muscarinic receptor agonists, primary screen, CHO-K1 cells, Fluo-8 calcium fluorescence | Muscarinic acetylcholine receptor M4 (Homo sapiens), P08173 | activation, % at 3 µM | CHO-K1 hM4/Gqi5; vehicle 0%, full acetylcholine response 100% | 360,000 compounds, 0.14% hits;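 active = activation above the run mean over all test wells plus 3 SD, cut at about 32% in these data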;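 also: peak over basal fluorescence ratio per well then scaled between controls; 0% = DMSO wells and 100% = acetylcholine at EC100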
# CHRM1 agonist = human M1 muscarinic receptor agonists, primary screen, Fluo-8 calcium fluorescence, CHO-K1 cells, HTS | CHO-K1 hM1, agonist mode; 0% DMSO, 100% acetylcholine EC100 | AID 588814, 2011 | activation, % at 3 µM | 360,000 compounds, 0.33% hits;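 active = activation above the run's mean compound activation plus 3 SD, cut at about 16% in these data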;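 also: peak over basal fluorescence ratio within a 140 s kinetic read after compound addition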
# CHRM4 antagonist = human M4 muscarinic receptor antagonists, primary screen, CHO cells, Fluo-8 calcium fluorescence. Muscarinic acetylcholine receptor M4 (Homo sapiens), P08173. CHO-hM4 cells, ACh EC80. inhibition, % at 3 µM. 360,000 compounds, 0.73% hits. AID 624125, 2012;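 active = inhibition above its plate's cutoff, the mean inhibition of sample wells plus 3 SD, cut at about 27% in these data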;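 also: 0% = acetylcholine EC80 with DMSO and 100% = DMSO without agonist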
# CHO-K1 Ca antag = M1 antagonist counterscreen hit in parental CHO-K1 cells; ATP-induced calcium, Fluo-8 fluorescence; inhibition, % at 3 µM; 360,000 compounds, 0.6% hits;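 active = inhibition above a per-plate cutoff, the plate's mean sample inhibition plus 3 SD, cut at about 24% in these data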;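 also: 0% = DMSO plus EC80 ATP and 100% = DMSO alone without ATP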
# CHRM1 PAM = human M1 muscarinic receptor positive allosteric modulators, primary screen, CHO-K1 cells, Fluo-8 calcium fluorescence, 1536-well. Muscarinic acetylcholine receptor M1 (Homo sapiens), P11229. CHO-K1 hM1, ACh EC20; 0% = ACh EC20, 100% = maximal ACh. activation, % at 3 µM. 360,000 compounds, 0.088% hits; in the data active = activation above about 19%, passing the limit was not always enough
# The depositor's hits bear a star; nt = not tested or not shown. The order is random; about 2.9% have a hit in one of these screens.
SMILES,M1 ag parental,OXTR potentiate,CHRM1 antagonist,CHO parental Ca,CHRM4 agonist,CHRM1 agonist,CHRM4 antagonist,CHO-K1 Ca antag,CHRM1 PAM
Cc1ccc(Nc2nc(Oc3ccc(OCc4ccccc4)nn3)nc(N3CCOCC3)n2)cc1,0.5,-8,-44,-22,0,2,-14,-8,9
O=C(Nc1ccc(-n2cccc2)cc1)C1CC1,0.1,-1,1,-5,5,-1,0,6,0
COc1ccc(N(CC(=O)NC2CC2)S(=O)(=O)c2ccccc2)cc1,2.8,-13,-6,-2,0,-6,1,8,7
C[C@H](NC(=O)c1ccccc1Cl)C(=O)OCCOc1ccc(Cl)cc1,6.0,-17,-21,-20,4,0,6,-18,0
C[C@@H]1CC[C@H]2C(=O)N3[C@@H](CC[C@@H](C)[C@@H]3c3ccc(Br)cc3)C(=O)N2[C@H]1c1ccc(Br)cc1,0.2,2,2,-18,3,-6,6,-9,4
Cc1nnc(SCC(=O)N(C)C2CCCCC2)n1C,0.4,5,-10,-1,3,-6,-23,-11,6
O=C1CCC/C1=c1\s/c(=C/c2cccnc2)c(=O)n1-c1ccccc1,1.2,nt,-13,nt,2,-8,-8,-6,6
c1ccc2oc(-c3ccc(Nc4nc(N5CCOCC5)nc(N5CCOCC5)n4)cc3)nc2c1,0.5,nt,-21,nt,1,-2,-9,3,15
O=C(NCCN1CCC(n2c(=O)[nH]c3ccccc32)CC1)c1ccccc1,0.6,nt,nt,nt,1,nt,8,-6,nt
CCN(CC(=O)Nc1ccc(NC(C)=O)cc1)C(=O)c1cc(C)on1,1.6,-4,8,-6,0,-1,-3,-18,-2
COc1ccc(NC(=O)Nc2ccc3c(c2)CCC3)c(OC)c1,0.0,-6,-7,-5,1,-5,-7,-18,5
CN(C)C1(CNC(=O)C2CCC(=O)N(CCc3ccc(Cl)cc3)C2)CCCCC1 (stereo not drawn),1.0,0,-11,-15,2,-6,0,-3,7
COC(=O)c1c(NC(=O)COC(=O)c2ccc(NC(=O)CC#N)cc2)sc2c1CCCCC2,2.5,0,0,-12,2,-7,-6,-26,6
O=C(Cn1c(-c2cncs2)nc2ccccc21)NCc1ccccc1,0.1,-2,5,-23,3,0,4,10,1
CC(CC(=O)Nc1ccccc1C(F)(F)F)c1ccccc1 (stereo not drawn),0.0,0,-15,-12,0,-4,4,3,13

# Entries of single compounds, quoted from the list.
# COc1ccc(NC(=O)Nc2ccc3c(c2)CCC3)c(OC)c1 in the list: M1 ag parental = 0.0; OXTR potentiate = -6; CHRM1 antagonist = -7; CHO parental Ca = -5; CHRM4 agonist = 1; CHRM1 agonist = -5; CHRM4 antagonist = -7; CHO-K1 Ca antag = -18; CHRM1 PAM = 5
# Cc1ccc(Nc2nc(Oc3ccc(OCc4ccccc4)nn3)nc(N3CCOCC3)n2)cc1 in the list: M1 ag parental = 0.5; OXTR potentiate = -8; CHRM1 antagonist = -44; CHO parental Ca = -22; CHRM4 agonist = 0; CHRM1 agonist = 2; CHRM4 antagonist = -14; CHO-K1 Ca antag = -8; CHRM1 PAM = 9

# Next records follow.
SMILES,M1 ag parental,OXTR potentiate,CHRM1 antagonist,CHO parental Ca,CHRM4 agonist,CHRM1 agonist,CHRM4 antagonist,CHO-K1 Ca antag,CHRM1 PAM
c1ccn(CCc2ccncc2)c1,0.8,nt,-8,nt,0,-3,0,-11,8
CCOc1ccc(OCC(=O)OC(C)C(=O)NC2CCCC2)cc1 (stereo not drawn),0.9,-3,-8,-15,3,-1,-4,-15,9
CC1(C)CC(=O)C(C=NCCN2CCN(C(=O)c3ccc(F)cc3)CC2)=C(O)C1,-0.6,-10,-9,-6,1,-2,0,21,13
COc1cccc(C(=O)Nc2cc(-c3cn4cccnc4n3)ccc2C)c1,2.2,-5,-3,-13,7,-4,-8,-9,3
CC(C)Sc1nc(N2CCOCC2)c2c(c1C#N)CC(C)(C)SC2,-0.1,-5,3,-35,-1,-7,8,-13,-5
COc1ccc(NS(=O)(=O)c2ccc(C)c(NC(=O)c3ccc(C)c(S(=O)(=O)N4CCOCC4)c3)c2)cc1,1.6,-11,0,-10,3,-2,9,-6,0
COc1ccccc1OCCCCCc1c(C)n[nH]c1C,11,-9,3,9,9,0,-4,-6,1
O=C(CCCN1C(=O)C(c2ccccc2)Oc2cccnc21)NCCc1ccc(Cl)cc1 (stereo not drawn),4.5,-7,-3,-17,4,1,-12,-7,3
CC1CCN(c2nc3c(cc2C#N)COC(C)(C)C3)CC1,-0.5,-8,-2,7,-1,-4,-6,-4,4
O=c1[nH][nH]cc1C=Nc1cc(Cl)ccc1O,3.1,6,-5,-3,1,-6,-3,-1,9
CN(Cc1ccccn1)C(=O)C1CCC(=O)N(Cc2cccc(C(F)(F)F)c2)C1 (stereo not drawn),1.7,-5,-4,-7,1,-4,4,-13,1
CC(NC(=O)/C(=C\c1cccc([N+](=O)[O-])c1)NC(=O)c1ccco1)C(=O)O (stereo not drawn),0.5,-4,0,-2,0,-4,9,-16,0
COc1ccc(CC(=O)NNC(=O)CN(C)S(=O)(=O)c2ccc(Cl)cc2)cc1OC,-0.9,1,-12,-8,0,-2,-7,-9,13
O=C(c1ccco1)N1CCN(CC(O)Cn2c3ccccc3c3ccccc32)CC1 (stereo not drawn),3.6,-21,-4,-2,7,2,14,-6,9
CCOc1ccc(OCc2cccc(C(=O)N/N=C/c3cccnc3)c2)cc1,3.7,-13,16,-11,3,-1,9,9,-10
Cc1ccc2cc(C#N)c(N3CCCN(S(=O)(=O)c4ccc(F)cc4)CC3)nc2c1,2.0,-8,-15,-7,8,-3,-5,-12,-4
COc1cc(NC(=O)CCc2nnc3ccc(N4CCN(c5cccc(OC)c5)CC4)nn23)cc(OC)c1,0.6,-3,-7,-11,0,-4,3,-2,4
Cc1cc(C)c2[nH]c(C(=O)Nc3ccc4c(c3)OCO4)cc2c1,1.1,5,-11,-28,3,-2,-19,-5,2
COc1cc(NC(=S)NCCCN2CCOCC2)cc(OC)c1OC,0.3,-3,-13,0,0,-6,-4,-5,13
Nc1nc2c(ncn2[C@@H]2O[C@H](CNCc3ccc(OCCCN4CCOCC4)cc3)[C@@H](O)[C@H]2O)c(=O)[nH]1,0.1,nt,-12,nt,1,-6,5,-2,2
Cc1cc(/C=N/NC(N)=O)c(C)n1C1CCCCC1,5.5,0,18,-10,21,-4,13,-4,-4
O=C(C1=C(O)C(=O)N(CCCn2ccnc2)C1c1ccc(F)cc1)c1ccco1 (stereo not drawn),1.2,-1,-8,3,0,-2,-1,-5,7
OC[C@H]1O[C@@H](n2cnc3c(NC4CCCC4)nc(Cl)nc32)[C@H](O)[C@@H]1O,0.6,-5,-10,-8,1,-2,-3,-5,-7
CSc1ncccc1C(=O)Nc1cc(C)ccn1,1.0,3,0,7,1,-3,9,-16,1
O=C(NCc1ccco1)c1ccc2nccnc2c1,0.9,-9,10,-2,1,2,2,10,0
O=C(CN1C(=O)CSc2ccccc21)NCCC1=CCCCC1,0.1,1,7,-11,1,-7,0,-13,-3
COc1cc(CNCCCN2CCOCC2)c(Br)cc1OC(C)C,1.3,nt,-10,nt,1,-6,-9,-9,10
CCCNC(=O)C(=O)NCCC1=CCCCC1,0.1,-2,-2,-11,1,-2,0,-6,7
CCC(=O)Oc1cccc(C(=O)Nc2cccc(NC(=O)c3ccco3)c2)c1,4.8,-7,2,-13,13,-2,3,-12,-8
COc1nccnc1NS(=O)(=O)c1ccc(N=Cc2c(C)[nH]n(-c3ccccc3)c2=O)cc1,5.9,-5,11,-2,15,-2,-2,-8,-6
CN(C)c1ccc(-c2ccccc2)nn1,-0.3,-6,-4,-3,0,-6,1,-9,2
COC(=O)c1c(NC(=O)CC2Nc3cc(C)c(C)cc3NC2=O)sc(C)c1C (stereo not drawn),0.8,-6,7,-2,2,-4,-4,-19,-2
CC(=O)NNS(=O)(=O)c1ccccc1[N+](=O)[O-],0.7,-1,-6,6,0,-3,3,-13,10
O=C1CN(CCN2CC(=O)N(Cc3ccccc3)C(=O)C2)CC(=O)N1Cc1ccccc1,1.2,nt,-13,nt,8,-2,-23,12,3
Cc1cccc(C(=O)NC(C)C2CC3CCC2C3)c1 (stereo not drawn),1.4,3,-16,-13,-1,-5,-5,-10,11
O=C(NCc1ccc(S(=O)(=O)NC2CCCCC2)s1)c1ccccc1,3.8,0,-15,-5,4,1,6,-10,15
COc1ccc(C(=O)Nc2nc(C)cc(C)n2)cc1[N+](=O)[O-],0.4,-1,-6,-2,0,-4,-6,-5,4
COc1ccc(Cn2nnnc2C(c2ccc(N(C)C)cc2)N2CCC(C)CC2)cc1 (stereo not drawn),0.3,-9,-16,-21,1,-5,-1,-12,5
O=C1CN(C(=O)c2ccccc2Cl)c2ccccc2N1,1.8,-1,-3,1,1,-1,-5,2,2
Cc1cccc(OCC(=O)Nc2ccc3c(c2)nc(CN2CCCCC2)n3C)c1,10,-9,-3,-3,31,-2,-16,-13,-9
N#Cc1ccccc1OCC(=O)Nc1ccc2c(c1)OCCO2,0.7,0,-12,-8,5,-7,-18,-13,4
Cc1ccc2nc(N3CCN(Cc4nnnn4C4CCCC4)CC3)c(C#N)cc2c1,0.1,-3,1,-22,0,-1,-1,-7,0
CC1(Oc2cnc(Cl)c3ccccc23)CCN(Cc2ccc(-c3ccccn3)cc2)C1 (stereo not drawn),-0.7,nt,27,nt,0,-9,9,14,-23
Cc1ccc(-c2cc(C(=O)Nc3sc4c(c3C(=O)NCc3ccco3)CCC4)[nH]n2)c(O)c1,0.6,-14,-3,-8,0,-6,4,-1,8
COc1ccc(S(=O)(=O)NCC2CCCN(C(=O)c3ccccc3)C2)cc1 (stereo not drawn),1.5,-17,1,-21,1,-4,-4,-3,2
CCN(Cc1ccccc1)C(=O)C1CCN(C(=O)Nc2ccccc2)CC1,0.8,3,-7,-10,2,-4,3,-6,6
O=C(CN1CCOCCOCCOCC1)Nc1ccccc1,0.6,-3,2,-6,2,-5,2,-15,0
O=C(NCc1ccco1)C1CCN(C(=O)c2cc3sccc3n2Cc2ccc(F)cc2)CC1,7.5,-10,-8,-16,16,3,-9,-18,-3
O=C(Nc1ccc(Cc2nc3ccccc3s2)cc1)c1ccncc1,10,-27,1,-14,12,-6,-1,-10,-6
COc1ccc(NC(=O)CSc2nnc(-c3cccnc3)s2)cc1,1.2,-3,-9,6,2,-5,-1,-21,10
CCCCOc1ccc(/C=C/C(=O)OCC(=O)c2c(N)n(C)c(=O)n(C)c2=O)cc1OCC,0.0,-8,0,-29,3,-7,1,-5,4
O=S(=O)(Cc1ccccc1)N1CCC(N2CCN(c3ccccc3)CC2)CC1,2.5,-3,0,-18,4,-8,-10,-32,-5
